# RAD52 anneal inh: RAD52 (human) annealing inhibition | P43351 | recombinant RAD52 DNA annealing, FRET fluorescence | inhibition, % at 18.7 µM | 0.46% of 360,000 active;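 active = every replicate showing at least 50% inhibition; inconclusive = mean inhibition at least 50% but not in every replicate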
# INS-1E GSIS act: GLuc luminescence reporter in INS-1E cells, primary screen for activators of glucose-dependent secretion of insulin. INS-1E GLuc reporter insulin secretion, 2-3 h. activation, % at 16.6 µM. 0.61% of 370,000 active;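 active = lowest replicate activation of at least 40%, so every replicate reaches that level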;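 also: 0% = median of neutral control wells and 100% = median of IBMX positive control wells; some compounds called inactive have numbers as strong as hits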
# RAD54 inh: RAD54 (human) branch migration inhibition; Q92698; RAD54 Holliday junction branch migration, FAM/BHQ fluorescence; inhibition, % at 10.4 µM; 0.14% of 360,000 active;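 active = mean normalized replicate activity at least 40 and at least half of replicates scoring 40 or more; inconclusive = only one of the two criteria met; inactive = mean below 40 and under half of replicates reaching 40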;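 also: 0% = median of neutral control wells and 100% = median of positive control wells; inhibitors cause a drop in the FAM fluorescence signal; in these data hits start at about 50%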
# ERAP1 HTS inh: blocks human ERAP1 aminopeptidase activity. Q9NZ08. recombinant ERAP1, Leu-AMC fluorescence, 60 min. inhibition, % at 10.7 µM. 0.15% of 340,000 active. AID 652197;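 active = mean replicate inhibition of at least 30%, or all replicates individually reaching that 30% level; inactive = mean below 30% and not every replicate reaching it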;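 also: 0% = neutral control wells and 100% = L-leucinethiol positive control wells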
# Target sequence (Q9NZ08 whole entry, looked up): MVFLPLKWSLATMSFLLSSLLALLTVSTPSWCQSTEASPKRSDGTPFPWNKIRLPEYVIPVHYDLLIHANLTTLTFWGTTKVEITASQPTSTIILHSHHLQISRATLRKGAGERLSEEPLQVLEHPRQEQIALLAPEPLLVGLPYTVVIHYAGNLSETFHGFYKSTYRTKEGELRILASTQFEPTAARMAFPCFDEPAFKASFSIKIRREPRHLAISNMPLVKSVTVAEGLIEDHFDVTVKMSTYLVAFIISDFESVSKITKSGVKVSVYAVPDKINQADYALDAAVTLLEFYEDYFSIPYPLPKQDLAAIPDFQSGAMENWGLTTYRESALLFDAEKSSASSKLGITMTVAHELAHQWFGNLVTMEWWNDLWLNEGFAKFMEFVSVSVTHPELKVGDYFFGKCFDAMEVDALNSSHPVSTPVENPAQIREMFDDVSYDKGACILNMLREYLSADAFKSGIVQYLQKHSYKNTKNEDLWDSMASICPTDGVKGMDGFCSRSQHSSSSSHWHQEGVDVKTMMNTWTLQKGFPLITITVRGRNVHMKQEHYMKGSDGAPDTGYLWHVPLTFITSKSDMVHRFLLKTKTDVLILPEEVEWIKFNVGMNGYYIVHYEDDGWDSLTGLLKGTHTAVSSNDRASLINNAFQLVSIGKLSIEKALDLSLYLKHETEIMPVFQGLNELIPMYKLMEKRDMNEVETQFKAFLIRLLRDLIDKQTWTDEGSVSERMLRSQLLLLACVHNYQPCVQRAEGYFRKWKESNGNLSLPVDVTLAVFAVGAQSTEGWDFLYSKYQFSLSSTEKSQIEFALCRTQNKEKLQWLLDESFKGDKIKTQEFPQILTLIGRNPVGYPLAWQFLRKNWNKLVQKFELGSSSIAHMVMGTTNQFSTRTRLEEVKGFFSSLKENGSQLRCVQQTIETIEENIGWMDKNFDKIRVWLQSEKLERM
# F508del corr: correctors of CFTR F508del function in bronchial epithelial cells | CFBE cells, YFP halide quenching; stimulated with forskolin plus potentiator P3; % fluorescence drop versus neutral controls | activity (quench increase), % at 7.58 µM | 0.36% of 350,000 active | AID 720511;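 active = mean added fluorescence quench of at least 8% versus neutral control, with both replicates also reaching 8%; inconclusive = only one of the mean or replicate conditions met; inactive = mean below 8% and not both replicates reaching 8%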;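 also: cells transiently co-express mutant CFTR-F508del with the halide-sensitive YFP; corrector assay measuring rescue of mutant channel to the surface after 24 h compound exposure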
# XiGFP reactiv: reactivates the inactive X chromosome in mouse fibroblasts; XiGFP mouse fibroblasts, % GFP-positive cells imaging, 3 d; cells co-treated with 5-aza-dC sensitizer; scaled so ellipticine positive control = 100%; activation, % at 7.58 µM; 0.055% of 360,000 active; AID 743238;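 active = mean normalized replicate activation at least 10% and every replicate at or above 10%; inconclusive = only one of the two criteria met; inactive = mean below 10% and not all replicates reach 10%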;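 also: 0% = median of on-plate neutral control wells and 100% = ellipticine 6 µM median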
#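 Material: XiGFP fibroblasts, SV40-immortalized; Buffer or medium: DMEM containing 5-aza-dC; Compound dosing: single point; Times: 3 days compound exposure.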
# esBAF inh: blocks esBAF chromatin remodeling in mouse ES cells; Bmi1-luciferase knock-in reporter, 24 h; 100% = twice the neutral-well signal; reporter increase, % at 12.5 µM; 2% of 350,000 active; in the data active = activation above about 40%; inconclusive = no clear call, values can overlap the other calls;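 also: 0% = median of the plate's neutral control wells and 100% = double that signal; a rise in the Bmi1 reporter signal indicates esBAF inhibition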
# ARNT TACC3 PPI: disruptors of human ARNT/TACC3 interaction; Q9Y6A5; AlphaScreen His-ARNT PAS-B/GST-TACC3 binding, luminescence; TACC3 fragment carries E629A point mutation; inhibition, % at 9.99 µM; 0.66% of 390,000 active; AID 623870;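 active = mean inhibition of replicates at least 50% and at least half of replicates each reaching 50%; inconclusive = half or more replicates reach 50% but mean below 50%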;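 also: 0% = complete ARNT plus TACC3 wells and 100% = ARNT alone without TACC3; many hits fall short of the cut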
# * = called active by the depositor; ? = inconclusive; nt = not tested or not shown; & = joins results of further samples; ! = not confirmed by another sample.
SMILES,RAD52 anneal inh,INS-1E GSIS act,RAD54 inh,ERAP1 HTS inh,F508del corr,XiGFP reactiv,esBAF inh,ARNT TACC3 PPI
COc1ccccc1CCc1nnc(CCC(=O)NCCOc2cccnc2)o1,-5,6,1,0,3.5,0.0,-5,nt
CCCCCC(=O)OC(CN1CCCCCC1)CN1CCCC1=O (configuration not stated),-1,1,nt,0,0.0,0.2,nt,10
O=C(Cn1nnc(-c2ccccc2)n1)NNC(=O)c1ccco1,-8,-11,nt,-3,-1.6,0.1,nt,-7
CC(C)NC(=O)N(C)C[C@@H]1Oc2ccc(NC(=O)C3CC3)cc2C(=O)N([C@H](C)CO)C[C@H]1C,-1,0,4,2,-0.3,-0.2,-3,-1
COC(=O)CSc1nnc(CNC(=O)Cc2ccccc2)n1C,-3,-14,5,6,0.1,nt,2,-3
Cc1ccc(NC(=S)N(CCCN2CCC(C)CC2)Cc2ccco2)cc1,-15,-5,-9,-3,0.8,0.1,4,1
COc1ccccc1NC(=O)CSc1nnc(C)n1CCc1ccccc1,nt,18,-3,nt,nt,nt,-4,-2
O=C(c1ccccn1)N1CC=C(c2ccccc2)CC1,-4,-1,nt,1,1.4,0.0,nt,3
O=C(CCNS(=O)(=O)c1ccc(Cl)cc1)OCC(=O)c1ccc[nH]1,-14,-7,-9,0,-0.1,0.1,-3,3
CCOc1ccc(Cl)cc1Nc1nc(NCCO)nc(N2CCCC2)n1,-13,18,1,-2,7.0,-0.1,-4,-5
COc1ccc(/C=C2\SC(N3CCc4ccccc4C3)=NC2=O)cc1,-93,-7,-4,4,0.4,0.0,1,nt
O=C(CNC(=O)OCc1ccccc1)Oc1cc2oc(=O)cc(-c3ccccc3)c2cc1Cl,-12,11,4,-2,nt,nt,-5,1
O=C(Nc1cccc(O)c1)c1cc(S(=O)(=O)N2CCCC2)ccc1Cl,nt,12,9,nt,nt,nt,10,-3
C[C@H]1CCCCO[C@@H](CN(C)Cc2ccncc2)[C@@H](C)CN([C@@H](C)CO)C(=O)c2cc(N(C)C)ccc2O1,-12,-12,-8,1,0.0,-0.7,1,-11
CN(C)CCN(C(=O)c1ccc(S(=O)(=O)N(C)CC2CCCO2)cc1)c1nc2cc3c(cc2s1)OCO3 (configuration not stated),-15,5,27,4,-0.6,0.4,-1,5
O=C(Cc1cccs1)NCc1cn2ccccc2n1,-10,nt,12,1,-2.5,0.0,-3,0
CC(=O)c1cc(CN2C(=O)CCC2=O)cs1,-2,-7,-9,5,-0.5,nt,-4,-7
Cn1c(=O)n(C)c2cc(/C=N/NC(=O)c3cccc(Br)c3)ccc21,nt,7,-16,nt,nt,nt,3,-4
O=S(=O)(NCc1cccnc1)c1ccc(Cl)cc1,0,6,-13,2,-2.3,0.0,-4,-2
C[C@@H]1CN([C@@H](C)CO)C(=O)c2cccc(NS(=O)(=O)c3ccc(Cl)cc3)c2O[C@H]1CN(C)S(=O)(=O)c1cn(C)cn1,nt,12,nt,nt,1.0,0.0,-4,nt
N#C/C(=C/c1ccccc1)C(=O)NCc1ccccc1,-6,-20,1,-4,0.2,0.5,1,-4
COc1cc(CNC(=O)CCCC(=O)c2ccccc2)cc(OC)c1OC,-5,-2,-2,-5,1.6,0.2,-2,-2
O=C(C1CC1)N1CCN=C1SCc1ccccc1,-21,7,-1,0,-1.4,0.3,-2,nt
COC(=O)CC1C(=O)NCCN1C(=O)OC(C)(C)C (configuration not stated),-7,2,-1,-2,nt,0.1,-7,nt

# 3 entries from above, arranged by their value in esBAF inh, largest number first:
smiles	RAD52 anneal inh	INS-1E GSIS act	ERAP1 HTS inh	F508del corr	esBAF inh	ARNT TACC3 PPI
Cc1ccc(NC(=S)N(CCCN2CCC(C)CC2)Cc2ccco2)cc1	-15	-5	-3	0.8	4	1
COC(=O)CSc1nnc(CNC(=O)Cc2ccccc2)n1C	-3	-14	6	0.1	2	-3
CCOc1ccc(Cl)cc1Nc1nc(NCCO)nc(N2CCCC2)n1	-13	18	-2	7.0	-4	-5

# The list continues:
SMILES,RAD52 anneal inh,INS-1E GSIS act,RAD54 inh,ERAP1 HTS inh,F508del corr,XiGFP reactiv,esBAF inh,ARNT TACC3 PPI
C/C=C/c1ccc(OCC(O)CN(C)Cc2ccc(SC)cc2)c(OC)c1 (configuration not stated),-13,-31,16,1,1.7,0.1,-5,3
COc1ccc(NC2CCCN(C(=O)CSc3ccccn3)C2)cc1OC (configuration not stated),-15,2,-5,-3,0.0,-0.2,-3,18
Cc1noc(C)c1NC(=O)N(C)C[C@@H]1OCCCC[C@@H](C)Oc2ccc(NC(=O)c3ccccc3)cc2C(=O)N([C@H](C)CO)C[C@@H]1C,-2,30,-3,0,1.5,0.0,7,-12
CCCOc1ccc(C(=O)CCNc2cccc(Cl)c2)cc1,-12,-4,8,-4,-3.3,0.0,3,17
COc1ccc2[nH]c3c(c2c1)CCN1C(=O)C(CC(=O)NCC24CC5CC(CC(C5)C2)C4)C[C@H](C(=O)N2CCCCC2)[C@@]31C (some centres not stated),-19,-16,7,nt,5.5,0.1,11,0
Cc1cc(=O)n2[nH]cnc2n1,4,10,nt,-4,nt,-0.3,nt,-6
O=C(Oc1coc(CSc2ncccn2)cc1=O)c1ccccc1[N+](=O)[O-],-12,2,nt,-2,-0.2,-0.3,nt,-3
O=C(C[C@H]1CC[C@@H]2[C@H](COC[C@@H](O)CN2S(=O)(=O)c2ccccc2)O1)Nc1ccc(-c2ccccc2)cc1,3,-4,-11,1,8.3*,0.1,-12,10
COc1ccc(OC)c(NC(=O)C2(C)CCN2C(=O)C2(c3ccccc3)CCCC2)c1 (configuration not stated),-2,-16,3,-1,-0.2,0.2,7,nt
CN(C)S(=O)(=O)c1ccc(NC(=O)CN2CCc3ccccc32)cc1,-39,13,nt,-3,1.0,-0.2,-5,33
CCN(CC)C(=O)Oc1ccc(Br)cc1C(=O)Nc1ccc(F)cc1F,2,3,nt,nt,1.1,0.0,nt,-7
O=C(c1ccc(Br)cc1)N1CCC2(CC1)NCCc1[nH]cnc12,2,-4,3,2,0.1,0.0,-5,1
C[C@@H]1CN([C@@H](C)CO)C(=O)c2cc(NS(C)(=O)=O)ccc2O[C@@H](C)CCCCO[C@@H]1CN(C)Cc1ccccc1,nt,3,nt,nt,1.7,?,-3,nt
Cc1ccccc1-c1ccc(C2[C@@H]3CN(C(=O)C4CCCCC4)C[C@H]2N3)cc1 (some centres not stated),55*!,-8&16,nt,-3&5,-3.8&0.9,0.1&0.1,nt,nt
CNC[C@H]1OCCCC[C@H](C)Oc2ccc(NC(=O)NC3CCCCC3)cc2C(=O)N([C@@H](C)CO)C[C@@H]1C,-203,0,-6,-3,-4.0,0.6,-4,-4
CC(C)(C)c1ccc(C2(C)NC(=O)N(CC(=O)NC3CCS(=O)(=O)C3)C2=O)cc1 (configuration not stated),-10,17,0,0,0.9,0.3,-1,-5
COc1cc(OC)cc(-n2nnnc2SCC(=O)N2CCCc3ccccc32)c1,-21,5,3,-3,4.2,nt,-2,-3
NC(=O)C(C(=O)/C=C/c1ccc(Cl)cc1)=C1SCCS1,-39,23,3,nt,-14,1.2,30,-38
CCC(=O)N1CC(=O)N2[C@H](C1)[C@H](c1ccc(C#CCc3ccccc3)cc1)[C@@H]2CO,-6,-14,nt,1,0.1,0.3,nt,nt
COc1ccc(C(C(=O)Nc2ccc(F)cc2)N2CCN(c3cccc(C(F)(F)F)n3)CC2)cc1 (configuration not stated),-17,-28,nt,nt,-1.1,0.0,nt,nt
OC[C@H]1[C@H](c2ccc(-c3ccccc3F)cc2)[C@H]2CN(Cc3ccncc3)CCCCN21,-12,6,-1,0,-0.1,0.0,nt,6
COc1ccc([N+](=O)[O-])cc1CN1CCN(c2ncc(Cc3ccccc3)cn2)CC1,-9,-1,nt,1,-2.6,0.0,nt,nt
COc1ccc(NC(=S)Nc2ccccc2SC)c(OC)c1,0,-4,nt,-3,-0.9,0.0,nt,4
Cc1c(Cl)c([N+](=O)[O-])nn1CCCC(=O)N1CCN(c2ccccc2)CC1,-17,-9,5,-1,-3.5,nt,6,7
O=C(CN1CCN(S(=O)(=O)N2CCCCC2)CC1)Nc1ccc(Cl)c(Cl)c1,-4,-39,-3,-3,1.4,0.1,nt,-5
O=C1CCCN2N=C(SCC(=O)Nc3cccc(C(F)(F)F)c3)SC2=N1,-15,-4,-1,0,0.3,0.1,-3,-3
CCCCOC(=O)c1ccc(Nc2ncnc3nc[nH]c23)cc1,-13,11,-6,0,-1.1,0.2,48*,1
Cc1ccccc1CN(C)C(=O)c1ccc2ccccc2n1,-6,9,5,-5,-3.5,0.0,5,-1
O=C(Nc1ccc2c(c1)OCO2)N[C@@H]1CC[C@@H](CCNC(=O)C2CCCCC2)O[C@@H]1CO,8,-11,4,1,-0.1,0.0,6,-8
Cc1cc(NC(=O)CC2(CC(=O)O)CCCC2)n(C)n1,-1,nt,0,-2,0.1,0.8,-2,-5
CC(=O)N(C)C[C@@H]1Oc2cc(-c3cccnc3)ccc2S(=O)(=O)N([C@H](C)CO)C[C@@H]1C,15,1,6,5,nt,-0.1,-8,-12
CC(C)=CCN1CCN(Cc2ccc(Sc3nncn3C)o2)CC1CCO (configuration not stated),-9,2,nt,0,-0.3,0.1,nt,0
C[C@@H]1CN([C@H](C)CO)C(=O)c2cc(NC(=O)NC3CCCCC3)ccc2O[C@H]1CN(C)C(=O)Nc1ccc(F)cc1,24,5,-10,-1,-2.3,-1.2,-3,1
O=C(O)CCCC(=O)Nc1ccccc1Oc1ccccc1,4,13,nt,0,1.4,0.1,nt,-7
CCN1CCc2c(sc(NC(=O)c3ccc(S(=O)(=O)N4CC(C)OC(C)C4)cc3)c2C(N)=O)C1 (configuration not stated),2,22,26,3,-1.2,0.3,0,2
O=C(c1cccc(F)c1)N1CC[C@@H]2[C@H]1c1cc(-c3ccc(F)cc3)ccc1N[C@@H]2CO,-47,-34,-7,4,-0.2,0.1,-1,1
COc1ccc(S(=O)(=O)CCC(=O)NCc2ccc(C)o2)cc1,-7,-15,-15,2,-1.4,0.1,5,nt
O=C(C[C@H]1CC[C@H](NC(=O)C2CCOCC2)[C@@H](CO)O1)NCC1CCCCC1,4,4,8,-3,0.9,0.8,-3,25
Cc1cc2c3c([nH]c2cc1S(=O)(=O)N1CCC2(CC1)OCCO2)CCCC3=O,-6,-10,6,-4,1.6,0.1,6,-15
Cc1nc(C)n(CC(=O)N2CCCC(C(=O)c3ccc(Cl)cc3C)C2)n1 (configuration not stated),1,-2,nt,0,0.8,0.3,nt,-2
CCOC(=O)[C@]12CCCC=C1N(CCc1ccc(OC)c(OC)c1)C(=O)[C@H](CC(=O)NCC13CC4CC(CC(C4)C1)C3)C2,-1,2,nt,0,-1.6,0.3,nt,nt
COCC(=O)Nc1ccc2c(c1)C(=O)N(C)C[C@H](OC)[C@@H](C)CN(C(=O)COC)[C@@H](C)CO2,7,22,-5,-5,nt,-0.2,3,-2
CNC(=O)C[C@H]1CC[C@H]2[C@H](COc3ccc(NC(=O)Nc4ccc(C)cc4)cc3C(=O)N2C)O1,5,-2,-4,-2,0.6,-0.1,5,12
Cc1ccc(C(C(=O)NC2CCCC2)N(Cc2ccc(F)cc2)C(=O)c2snc(C(N)=O)c2N)o1 (configuration not stated),-10,-14,0,-4,-2.6,0.0,3,-8

# Compound activity: PubChem BioAssay, Broad Institute
